Yfh1-depleted yeast = mitochondrial function rescue without frataxin homolog – Friedreich's ataxia, plus single-dose screen, dose response (AID 1465); 220,000 tested, 0.074% active; S. cerevisiae Yfh1-off respiration, WST-1 reduction, 72 h; higher fold induction means a stronger effect; fold induction at 50 µM, or EC50 in µM where a hit was titrated;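 active = fold induction of absorbance versus untreated yeast above a set limit, then at least 30% activation at any dose in follow-up; inconclusive = repeats straddling the limit, or above it without dose testing; inactive = fold induction below the set limit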;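 note: activators that raise dye reduction in frataxin-depleted yeast; strong numbers were not always called active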
MT stabilize HCS = microtubule stabilization, imaging screen | 200,000 tested, 0.83% active | HeLa tubulin immunostaining HCS, 24 h; share of cells brighter than vehicle mean+2SD | AID 2205 | % tubulin-high responders, % at 10 µM;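 active = plate Z-score above 3 for both tubulin-high and condensed-nucleus cell shares, with cell loss under 80%, at 10 µM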;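 note: anti alpha tubulin signal scored within the nucleus-defined area of each cell; some results filed as inactive read as strong as hits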
Dynein transport = blocks dynein driven cargo transport along microtubules; 220,000 tested, 0.47% active; 3617.4 mouse cells, GR-EGFP nuclear translocation imaging; test concentration mostly 20 µM; stimulated with dexamethasone, 1 µM; stronger effect = lower value; z-score, hits read low; AID 1381;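 active = plate z-score of nuclear minus cytoplasmic receptor signal below a set negative limit, without overly bright fluorescence or cell loss, cut at about -3.5 in these data, passing the limit was not always enough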;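 note: z-score of nuclear minus cytoplasmic ring GR-EGFP intensity difference per well; some compounds called inactive have numbers as strong as hits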
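Buffer or medium: tet-free, stripped-serum medium; reagent: dexamethasone at 1.0 µM final, 30 min; incubation: 48 h induction, 1 h compound, 30 min dex at 37 °C; measured by: formaldehyde fixation, Hoechst nuclear stain, 10x automated fluorescence imaging; read-out: nuclear-to-cytoplasmic GR-EGFP distribution per well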
P. falciparum M1AAP = P. falciparum M1AAP inhibitors, biochemical, fluorogenic H-Leu-NHMec substrate, 1536-well (AID 1445); recombinant M1AAP, H-Leu-NHMec fluorogenic kinetic assay; higher % means a stronger effect; inhibition, % at 30 µM, or IC50 in µM where a hit was titrated; 220,000 tested, 0.42% active;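 active = primary inhibition above the hit cutoff, then over 50% inhibition at one or more dose response concentrations, cut at about 23% in these data, passing the limit was not always enough; inconclusive = conflicting primary data, or primary hits not chosen for dose response; inactive = low primary inhibition, or under 50% at every dose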;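 note: plate controls were DMSO full reaction for no effect and no enzyme background for full effect; strong numbers were not always called active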
WT yeast gro inh = growth inhibition of WT yeast, mitochondrial fusion screen; mitochondrial fusion phenotypic screen, WT strain; inhibition, % at 10 µM; 190,000 tested, 2.1% active; AID 1362; in the data active = inhibition above about 58%; tested in S. cerevisiae
M17LAP inhibition = P. falciparum M17LAP inhibitors, primary screen, biochemical, fluorogenic H-Leu-NHMec substrate, 1536-well (AID 1619); 220,000 tested, 0.38% active; recombinant M17LAP, H-Leu-NHMec fluorogenic kinetic assay; higher % means a stronger effect; one-dose inhibition, % at 30 µM; IC50 in µM for titrated hits;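 active = compound inhibiting the enzyme by more than half at any dose during confirmatory dose-response retesting; inconclusive = strong single-dose inhibitors picked by rank but not retested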;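 note: plate controls were full reaction with DMSO carrier for no effect and no enzyme background for full effect; strong numbers were not always called active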
Autophagy HCS = alters autophagy in cells. MEF GFP-LC3 puncta imaging; test concentration mostly 10 µM. calls only at 10 µM (by protocol). 190,000 tested, 0.98% active;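 active = percentage of spot-positive cells more than 3 SD above its plate mean, without a fluorescence outlier flag or 80% toxicity; inconclusive = no clear call, values can overlap the other calls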;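 note: spot-positive cell cutoff set from DMSO-treated cells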
T cell HTS = T cell immune modulation candidate; 2C CD8+ T cell-vesicle binding, flow cytometry; stronger effect = lower value; 330,000 tested, 0.068% active; calls only at 7 µM;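 active = response, share of CD8 T cells binding vesicles, and their 90th percentile fluorescence all below set limits, cut at about 80% in these data, passing the limit was not always enough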
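Benchmarks: naked versus QL9-loaded vesicles / Assay system: purified 2C TCR transgenic mouse naive CD8+ T cells / Technique: high-throughput flow cytometry with anti-B7-1 and anti-CD8 staining / Timing: Cell–vesicle co-incubation 1.5 h at 37 °C, staining 20 min on ice / Read-out: percent CD8+ FL2 mean versus row control / Probe or stimulus: QL9-loaded Drosophila micro-vesicles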
b-catenin transl = modulators of beta-catenin nuclear translocation; HeLa beta-catenin nuclear translocation, immunofluorescence imaging; nuclear translocation activity, % at 5 µM; 190,000 tested, 0.3% active;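 active = nuclear translocation activity above 50% at 5 µM, with a well cell count of 50 or more; inconclusive = wells under 50 cells across six images, flagged as toxic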;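 note: per-cell ratio of nuclear to cytoplasmic median beta-catenin stain intensity; plate controls were DMSO negative control for no effect and GSK-3 inhibitor IX positive control for full effect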
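Read-out: Nuclear/cytoplasmic beta-catenin signal ratio, % activation | Assay system: Human HeLa cell line | Times: 24 h compound exposure at 37°C, 5% CO2 | Signal: Fluorescence imaging of beta-catenin antibody stain plus DAPI | Dosing: 5 µM primary, 0.02–20 µM confirmation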
WT yeast gro inh mutant strain = also measured in WT yeast gro inh; calls as there; inhibition, %; mitochondrial fusion phenotypic screen, mutant strain inhibition
Dynein transport cytoplasmic EGFP = second read-out of Dynein transport, no call of its own (marks repeat the call); z-score; measured here: cytoplasmic GR-EGFP intensity; stronger effect = higher value
Dynein transport nuclear GR-EGFP = also measured in Dynein transport; calls as there; z-score; measured here: nuclear GR-EGFP intensity;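 lower value marks the stronger effect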
Dynein transport cell count = recorded beside Dynein transport, whose call it bears; z-score; measured here: cell count per field
b-catenin transl cell count 5 µM = second read-out of b-catenin transl, no call of its own (marks repeat the call); cell count; measured here: cell count, cytotoxicity flag
T cell HTS vesicle-bound % = second read-out of T cell HTS, no call of its own (marks repeat the call); double positive events, %; measured here: CD8+ vesicle-bound cell fraction;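 binding gate set so that unloaded-vesicle control wells show 10% double positive cells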
MT stabilize HCS Hoechst-high % = recorded beside MT stabilize HCS, whose call it bears; % Hoechst-high responders; measured here: nuclear condensation Hoechst responders;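 share of cells brighter than vehicle mean plus two SD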
MT stabilize HCS cytotoxicity % = also measured in MT stabilize HCS; calls as there; toxicity, %; measured here: cytotoxicity by cell density;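 0% = mean cell density of plate MIN control wells and 100% = no cells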
Autophagy HCS cell loss 18 h = also measured in Autophagy HCS; calls as there; toxicity, %; measured here: cell loss, nuclei count;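 cell loss after 18 h compound exposure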
* = called active by the depositor; i = inactive; ? = inconclusive; . = no result given. Outcome played no part in choosing rows. About 4.4% of those tested had a hit in this group.

entry | smiles | Yfh1-depleted yeast | MT stabilize HCS | MT stabilize HCS Hoechst-high % | MT stabilize HCS cytotoxicity % | Dynein transport | Dynein transport cytoplasmic EGFP | Dynein transport nuclear GR-EGFP | Dynein transport cell count | P. falciparum M1AAP | WT yeast gro inh | WT yeast gro inh mutant strain | M17LAP inhibition | Autophagy HCS | Autophagy HCS cell loss 18 h | T cell HTS | T cell HTS vesicle-bound % | b-catenin transl | b-catenin transl cell count 5 µM
1 | COc1cccc(CNC(=O)CCCCCn2c(=S)[nH]c3ccc(N4CCOCC4)cc3c2=O)c1 | i | 3.5 | 1.2 | 3.3 | 0.67 | -0.22 | 0.49 | -0.12 | 6% | -1 | 22 | 0% | i | -12 | i | 45 | -0.2 | 1003
2 | CCCCCCCN(C(=O)CCl)c1cccc(C)c1 | i | 4.9 | 2.5 | 3.5 | -3 | 0.49 | -1.5 | -1.9 | -4% | -1 | 7 | 1% | i | 21 | i | 55 | -1.4 | 1149
3 | CCOc1cc(N2CCOCC2)c(OCC)cc1NC(=O)Cc1cccc2ccccc12 | i | 3.8 | 1.6 | 1.8 | 1.5 | 1.4 | 1.3 | -1.5 | 7% | -22 | 1 | -7% | i | -1 | i | 23 | -2.2 | 1036
4 | CC(=O)NC(=O)NC1OC(=O)C(Cl)=C1Cl (stereo unspecified) | i | 5.9 | 2.8 | 2.1 | 0.15 | -0.26 | 0.47 | -0.68 | 6% | -18 | 8 | 4% | i | 5 | i | 55 | 1.6 | 1084
5 | COCCN(C(=S)Nc1ccc(C)cc1C)C(C)c1ccco1 (stereo unspecified) | i | 1.9 | 3.8 | 9.4 | 0.47 | -0.19 | -0.0071 | 0.56 | -4% | 33 | -8 | 0% | i | 0 | i | 33 | . | .
6 | Cc1cc(C)c(N2C(=NC(=O)CCCC(=O)O)SC3CS(=O)(=O)CC32)c(C)c1 (stereo unspecified) | i | 0.5 | 1.0 | 7.2 | 0.0016 | -0.21 | -0.0011 | 0.27 | 4% | -9 | -7 | -1% | i | -2 | i | 53 | 2.3 | 1219
7 | O=C(O)c1cnn(-c2ccccc2)c1-n1cccc1 | i | 5.7 | 1.4 | 11 | 1.8 | 0.00054 | 1.5 | -1.1 | 2% | 15 | -4 | 4% | . | . | i | 22 | 4.4 | 1153
8 | C/C(Sc1nnc(Cc2ccccc2)o1)=C(/O)c1ccccc1 | i | 2.8 | 2.4 | 14 | -0.63 | -0.27 | 0.005 | 0.065 | 5% | -4 | 0 | 12% | i | 10 | i | 25 | -7.2 | 988
9 | COc1cc(OC)cc(C(=O)NCc2cc(C)nc3ccccc23)c1 | i | 2.5 | 1.9 | 9.4 | -0.06 | -0.22 | -0.18 | 0.27 | -2% | 4 | 13 | -8% | i | -6 | i | 61 | 0.5 | 1498
10 | O=C(Nc1ccccc1)C1CCN(c2nccs2)CC1 | i | 11 | 2.3 | 16 | 1.1 | -0.29 | 0.99 | -0.95 | 11% | -8 | 11 | 13% | i | 80 | i | 41 | -5.9 | 946
11 | COc1ccc(/C=C/C(=O)C2(O)CCCCC2)cc1 | i | . | . | . | -1.2 | -0.019 | -0.64 | 0.15 | 8% | . | . | 12% | . | . | i | 24 | 0.4 | 1300
12 | O=C1N/C(=N\N=C\c2cccs2)SC1Cc1ccc(Cl)cc1Cl (stereo unspecified) | i | 12 | 9.2 | 51 | -0.47 | -0.16 | -0.37 | -0.099 | 3% | -12 | -25 | -12% | i | -2 | i | 45 | 5.0 | 978
13 | O=C(O)Cc1ccc(-c2ccccc2-c2ccccc2)cc1 | i | 3.0 | 2.7 | 8.3 | -0.25 | -0.25 | -0.15 | 0.31 | 6% | -13 | -9 | -1% | i | -8 | i | 60 | 0.9 | 493
14 | CCc1nnc(NC(=O)C(C)N2C(=O)C3C4C=CC(C4)C3C2=O)s1 (stereo unspecified) | i | 4.6 | 1.9 | 4.8 | 0.023 | -0.24 | 0.089 | -0.42 | 7% | -8 | 4 | 24% | i | 7 | i | 49 | -1.6 | 1444
15 | COc1ccc2oc(/C=C/N(C)C)c(C(=O)c3ccc(Cl)cc3)c2c1 | i | 3.0 | 1.5 | 8.3 | -0.33 | 0.098 | -0.21 | -0.55 | 10% | -9 | -11 | -3% | i | -1 | i | 21 | 17 | 1442

More results
entry | smiles | Yfh1-depleted yeast | MT stabilize HCS | MT stabilize HCS Hoechst-high % | MT stabilize HCS cytotoxicity % | Dynein transport | Dynein transport cytoplasmic EGFP | Dynein transport nuclear GR-EGFP | Dynein transport cell count | P. falciparum M1AAP | WT yeast gro inh | WT yeast gro inh mutant strain | M17LAP inhibition | Autophagy HCS | Autophagy HCS cell loss 18 h | T cell HTS | T cell HTS vesicle-bound % | b-catenin transl | b-catenin transl cell count 5 µM
16 | O=C(Nc1nnc(C2CC2)s1)c1ccccn1 | i | 3.2 | 1.7 | 8.1 | 0.12 | -0.16 | 0.32 | 0.71 | -13% | . | . | 3% | i | 13 | i | 24 | 1.4 | 1479
17 | Cc1noc(C)c1CSc1nc2ccccc2[nH]1 | i | 2.8 | 1.9 | 5.6 | -1.4 | -0.18 | -0.58 | 1.2 | 10% | -5 | -2 | -1% | i | 1 | i | 59 | . | .
18 | COc1cccc(C(=O)Nn2c(-c3cccs3)nc3ccccc3c2=O)c1OC | i | 6.3 | 1.7 | 1.4 | -0.066 | -0.24 | -0.25 | -0.47 | 3% | -5 | -17 | 0% | i | -2 | i | 45 | 1.1 | 466
19 | Cn1cnc([N+](=O)[O-])c1Oc1cccc(O)c1 | i | 3.8 | 3.2 | 1.5 | -0.89 | -0.2 | -0.73 | 0.55 | 6% | -11 | -10 | -5% | i | -12 | i | 48 | -2.0 | 605
20 | COc1ccc(Nc2nc(Nc3ccc(OC)cc3OC)nc(N3CCN(C)CC3)n2)c(OC)c1 | i | 3.2 | 1.8 | 7.3 | 1.1 | -0.12 | 2.1 | -1.8 | 4% | 22 | 1 | 2% | i | 13 | i | 50 | -0.8 | 968
21 | Cc1cc(N/N=C/c2cccc(Cl)c2)nc(-n2nc(C)cc2C)n1 | i | . | . | . | 0.35 | -0.29 | 0.13 | 0.41 | 8% | . | . | -5% | . | . | i | 28 | 1.1 | 1307
22 | CN(C(=O)CSc1nnc(NC2CCCCC2)s1)C1CCS(=O)(=O)C1 (stereo unspecified) | i | 4.0 | 2.3 | 12 | 1.2 | 0.05 | 0.85 | -0.73 | -4% | 5 | 5 | 12% | i | -16 | i | 44 | -2.7 | 1175
23 | COc1cccc(/C=N/NC(=O)CCCc2ccc(OC)c(C)c2)c1 | i | 1.8 | 2.5 | 4.1 | 0.24 | -0.26 | 0.22 | 0.25 | 2% | 3 | 5 | 2% | i | 0 | i | 16 | -1.1 | 1081
24 | COc1ccc(N(CC(=O)NCCC2=CCCCC2)S(=O)(=O)c2c(C)[nH]c(=O)[nH]c2=O)cc1 | i | . | . | . | 0.53 | 0.058 | 0.75 | 0.45 | 4% | . | . | 15% | . | . | i | 56 | -1.9 | 1390
25 | COc1ccc(CCNC(=O)C(NC(=O)OCc2ccccc2)C(C)C)cc1OC (stereo unspecified) | i | . | . | . | 0.065 | -0.24 | -0.075 | -0.0057 | 2% | . | . | -4% | . | . | i | 22 | 0.2 | 1346
26 | Cc1ccc(Cn2c(SCC(=O)Nc3cc(C)on3)nc3ccccc3c2=O)cc1 | i | 2.8 | 2.8 | 9.9 | -0.8 | -0.29 | -0.27 | 0.28 | -1% | 14 | 19 | -6% | i | 12 | i | 18 | -6.6 | 1141
27 | COc1ccc(NC(C#N)c2ccccc2OCc2ccccc2)cc1 (stereo unspecified) | i | 5.7 | 3.1 | 0.1 | -0.62 | 0.29 | -0.48 | -0.08 | ? | -23 | -12 | 1% | i | 4 | i | 49 | 0.9 | 1091
28 | CCn1c(C)nc2cc(C(=O)N/N=C/c3ccc(O)cc3)ccc21 | i | 2.8 | 2.8 | 12 | 1.3 | -0.22 | 1.7 | -1.2 | 10% | -11 | -11 | 25% | i | 7 | i | 52 | -4.5 | 560
29 | CCOc1cc(-n2nc(C)c(C#N)c2N)nc(SC)n1 | i | 3.8 | 2.8 | 1.3 | 0.95 | -0.23 | 0.69 | -0.65 | -3% | -3 | -9 | -16% | i | 6 | . | . | -1.6 | 1073
30 | CCOc1ccc(NC(=O)CC2C(=O)Nc3ccccc3N2C(=O)c2ccccc2)cc1 (stereo unspecified) | i | 2.7 | 2.2 | 7.9 | 0.26 | -0.18 | 0.43 | -0.095 | . | -11 | -18 | . | i | 9 | i | 58 | -2.5 | 953
31 | O=C(NCCc1csc(-c2ccccc2)n1)c1c(F)cccc1Cl | i | 2.0 | 2.5 | 8.0 | 0.026 | -0.32 | -0.29 | -0.33 | -6% | -9 | -4 | -1% | i | -2 | i | 54 | -1.0 | 1133
